# Screens deposited in PubChem BioAssay by several laboratories.
# FadD28 binding: inhibitors of FadD28 bisubstrate probe binding, primary screen, biochemical, fluorescence polarization, single point; Mycobacterium tuberculosis FadD28 fatty-acid-AMP ligase; inhibition, % at 12.5 µM; 0.22% of 360,000 active; AID 588549, 2011; in the data active means inhibition above about 8.5%, passing the limit was not always enough; inconclusive means no clear call, values can overlap the other calls
# BioA inh: M. tuberculosis BioA enzyme inhibitors, primary screen, biochemical, plate reader, single point, HTS; 7,8-diaminopelargonic acid synthase BioA (Mycobacterium tuberculosis); purified M. tuberculosis BioA enzyme; inhibition, % at 9.99 µM; 0.096% of 360,000 active; in the data active means inhibition above about 40%; inconclusive means no clear call, values can overlap the other calls
# Rv3671c protease: Rv3671c serine protease inhibitors, primary screen, biochemical, fluorescence polarization, M. tuberculosis H37Rv; P9WHR9; inhibition, % at 5.96 µM; 0.048% of 320,000 active; AID 2606, 2010; in the data active means inhibition above about 38%;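 further: extracellular domain of Rv3671c used as enzyme; 0% = enzyme with DMSO and 100% = no enzyme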
# Target sequence (P9WHR9 whole entry, looked up, the tested form may be a part): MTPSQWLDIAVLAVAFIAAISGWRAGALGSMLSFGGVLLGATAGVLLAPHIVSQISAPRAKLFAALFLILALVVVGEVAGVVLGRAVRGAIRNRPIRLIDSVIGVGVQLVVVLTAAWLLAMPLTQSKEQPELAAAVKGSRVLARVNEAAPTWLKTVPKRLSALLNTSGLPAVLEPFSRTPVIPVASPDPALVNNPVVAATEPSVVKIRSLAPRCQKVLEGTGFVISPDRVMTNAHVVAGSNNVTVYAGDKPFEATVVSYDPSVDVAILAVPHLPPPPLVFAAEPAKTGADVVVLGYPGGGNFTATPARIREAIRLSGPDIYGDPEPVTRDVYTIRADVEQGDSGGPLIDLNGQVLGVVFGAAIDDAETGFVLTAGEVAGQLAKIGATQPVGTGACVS
# GDH-TPI inh: GDH-TPI coupling enzyme inhibitors, primary screen, artefact control for M. tuberculosis FBA inhibitor project, biochemical, absorbance, full deck. inhibition, % at 4.8 µM. 1.2% of 360,000 active. GDH-TPI coupled enzyme counterscreen, NADH absorbance;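 further: 0% = DMSO wells and 100% = wells lacking the enzyme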
# Mtb UGM inh: M. tuberculosis UGM enzyme inhibitors, primary screen, biochemical, fluorescence polarization, single point; 0.06% of 320,000 active; purified UGM, fluorescence polarization probe displacement; UDP-galactopyranose mutase (Mycobacterium tuberculosis (strain ATCC 25618 / H37Rv)), …; inhibition, % at 10 µM; AID 504406, 2011; in the data active means inhibition above about 10%, passing the limit was not always enough; inconclusive means no clear call, values can overlap the other calls
# Target sequence (P9WIQ1 whole entry, looked up): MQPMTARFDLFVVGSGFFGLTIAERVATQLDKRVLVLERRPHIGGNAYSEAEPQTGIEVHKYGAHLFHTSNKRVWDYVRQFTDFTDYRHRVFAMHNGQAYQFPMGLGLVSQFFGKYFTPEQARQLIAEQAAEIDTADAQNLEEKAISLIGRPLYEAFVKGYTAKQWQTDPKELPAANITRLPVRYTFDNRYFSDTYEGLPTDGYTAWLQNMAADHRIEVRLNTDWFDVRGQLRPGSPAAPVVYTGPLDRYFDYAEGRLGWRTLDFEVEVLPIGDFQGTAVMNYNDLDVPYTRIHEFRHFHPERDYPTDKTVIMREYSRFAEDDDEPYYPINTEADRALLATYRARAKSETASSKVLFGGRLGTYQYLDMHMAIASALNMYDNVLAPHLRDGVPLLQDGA
# CCHFV vOTU inh: CCHFV vOTU protease inhibitors, primary screen, biochemical, Pep-AMC substrate, fluorescence. AID 651958, 2012. 0.55% of 370,000 active. Crimean-Congo hemorrhagic fever virus L polyprotein viral ovarian tumor (vOTU) protease …. inhibition, % at 11.5 µM; further: 0% = vehicle wells with enzyme and 100% = no enzyme wells
# FBA Mtb inh: Mtb FBA enzyme inhibitors, primary screen, biochemical, fluorescence, strain H37Rv; Fructose-bisphosphate aldolase (Mycobacterium tuberculosis (strain ATCC 25618 / H37Rv)), …; purified M. tuberculosis FBA, fluorescence read-out; inhibition, % at 1 µM; 2.3% of 360,000 active; in the data active means inhibition above about 27%;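 further: 0% = vehicle and 100% = reference inhibitor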
# BoNT F protease: BoNT/F light chain protease inhibitors, primary screen, biochemical, flow cytometry, MLPCN library | Botulinum neurotoxin type F light chain protease (Clostridium botulinum) | Multiplex microsphere protease cleavage assay | inhibition, % at 10 µM | 0.22% of 360,000 active | AID 588497, 2011; in the data active means inhibition above about 35%, passing the limit was not always enough; inconclusive means no clear call, values can overlap the other calls; further: plate controls were buffer without enzyme for full effect and enzyme alone for no effect
# MazEF act: activators of E. coli MazEF toxin-antitoxin RNase, primary screen, biochemical, fluorescence, uHTS | Endoribonuclease toxin MazF (Escherichia coli (strain K12)), P0AE70 | FAM/BHQ RNA-DNA oligo cleavage fluorescence, 5 h | activation, % at 20 µM | 0.32% of 350,000 active | AID 504720, 2011; in the data active means activation above about 50%
# Target sequence (P0AE70 whole entry, looked up): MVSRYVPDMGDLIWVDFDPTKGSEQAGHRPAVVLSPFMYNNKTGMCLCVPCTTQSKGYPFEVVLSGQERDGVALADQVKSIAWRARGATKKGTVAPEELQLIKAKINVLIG
# VHR inh abs: VHR1 phosphatase inhibitors, primary screen, biochemical, absorbance, uHTS. inhibition, % at 13.3 µM. recombinant VHR phosphatase, pNPP absorbance. Dual specificity protein phosphatase 3 (Homo sapiens), P51452. 0.52% of 290,000 active. AID 1654, 2009; in the data active means inhibition above about 50%; further: some compounds called inactive have numbers as strong as hits
# An asterisk follows results filed as active; ? = inconclusive; · = no result given; & = joins results of further samples. Unless noted, no stated cut-off is given here; in the data, active means inhibition above about 30%; inactive means the rest. Random draw from the library; overall some 4.9% were active at least once.
molecule	BoNT F protease	FBA Mtb inh	MazEF act	CCHFV vOTU inh	FadD28 binding	Rv3671c protease	GDH-TPI inh	BioA inh	VHR inh abs	Mtb UGM inh
CCCCN1C(=O)C(CC(=O)NCc2ccco2)CC(C(=O)N(CC)CC)=C1C (centres undefined)	-2	-1	5	1	-0.2	·	5	-0.8	·	·
O=C(NCc1ccccc1)C(c1ccco1)N(C(=O)c1csnn1)c1ccccc1 (centres undefined)	-6	-2	3	0	0.8	-1	-3	-1.1	22	1.1
O=C(Nc1nccs1)c1csc2c1CCCC2	-53	-12	5	4	-4.6	-3	0	-1.8	-22	-3.7
O=[N+]([O-])c1ccc(S(=O)(=O)N2CCN(c3ccccn3)CC2)cc1	-6	0	9	3	-3.1	·	0	-1.2	·	·
COc1cccc(/C=N/NC(=O)c2c(-c3ccccc3)noc2C)c1	18	1	-17	-15	-1.2	-11	2	2.3	19	-1.0
O=C(NCc1ccc2c(c1)OCO2)C(=O)NCC1CCCO1 (centres undefined)	6	-10	0	23	-2.9	-2	-6	·	8	-1.5
CC1(C)Cc2ccccc2C(C(Cc2ccccc2)C(N)=O)=N1 (centres undefined)	8	5	7	11	1.4	-1	0	-1.7	-10	-0.3
N#Cc1ccc(CN2CCN(C(=O)CCNS(=O)(=O)c3ccc(F)c(Cl)c3)CC2)cc1	-3	2	3	1	0.1	0	5	-0.4	·	2.8
O=C(O)CCn1c(SCCOc2ccccc2)nc2ccccc21	?	-2	-2	0	-3.3	-7	3	-0.1	-8	0.7
Cc1cc(C)n(CC(O)COc2c(C)cccc2C)n1 (centres undefined)	2	2	-3	9	0.1	-5	2	·	9	-1.7
COc1ccccc1NC(=O)CSc1ccc2nnc(-c3cccnc3)n2n1	-4	4	-6	1	-0.8	6	7	7.8	8	1.5
O=C(NCc1cc([N+](=O)[O-])ccc1O)c1cc(-c2ccncc2)nc2ccccc12	1	-8	5	5	-0.7	-2	14	-1.0	10	-2.2
CCC(CC)C(=O)Nc1ccccc1NC(C)=O	5	0	2	12	-0.1	3	7	-0.3	17	1.9
O=C1NC[C@H](CC2CCCCC2)N(CC2CCCCC2)C1=O	-3	-1	6	3	-2.8	9	4	2.9	·	-1.0
CCOC(=O)N1CCN(CC(O)c2c[nH]c3ccccc23)CC1 (centres undefined)	0	-3	-28	-2	1.4	-1	0	-0.4	·	2.9
CC1(C)CC[C@]2(C(=O)O)CC[C@]3(C)C(=CC[C@@H]4[C@@]5(C)CC[C@H](O)C(C)(C)[C@@H]5CC[C@]43C)[C@@H]2C1	-7	2	-8	-2	-1.3	-1	0	-1.3	7	0.6
c1csc(CNc2nc(-c3cccs3)nc3ccccc23)c1	0	3	6	8	-11	-37	6	·	-10	-2.9
COc1cc(C(=O)N2CCCC(C)(C(=O)NS(=O)(=O)C3CC3)C2)cc(OC)c1OC (centres undefined)	-1	-1	·	9	-0.6	·	-4	0.7	·	·
CCOc1cc(C(=O)OCC(=O)c2cc(C)n(CC3CCCO3)c2C)ccc1OCC(=O)N1CCOCC1 (centres undefined)	-3	1	2	-1	-0.1	1	5	-1.0	26	1.3
CCOC(=O)Nc1ccc(C(=O)/C=C/c2ccccc2)cc1	-3	-5	-5	7	-4.5	-15	14	1.2	-14	0.5
COc1ccccc1CNC(=O)CN1C(=O)NC(c2ccccc2)(c2ccccc2)C1=O	-1	0	-14	4	-1.7	-3	5	·	·	1.7
COc1cc(OC)c(OC)cc1CN(C)CC1CCCN(CCc2ccccc2F)C1 (centres undefined)	·	3	-25	-17	-1.4	5	17	0.2	-1	0.9
Cc1c(C(=O)O)oc2c1C(=O)CC(C)(C)C2	-2	-1	2	10	-0.2	-3	2	-0.8	0	-0.8
C[C@H](CO)N1C[C@H](C)[C@@H](CN(C)Cc2ccccc2)Oc2c(NS(=O)(=O)c3ccccc3)cccc2C1=O	0	6	5	4	1.2	-2	5	-4.1&-3.3	·	-3.3
Cc1ccc2nsnc2c1S(=O)(=O)N(CCO)Cc1cc2cc3c(cc2[nH]c1=O)OCCO3	-4	8	7	44*	0.4	3	24	-0.7	10	-1.6
CCC(CC)C(=O)Nc1cccc(C(=O)N2CCCC2)c1	-7	0	-1	-14	-0.4	-2	2	-0.7	-16	1.6
CSCCC(NC(=O)COc1ccccc1)C(=O)OCCOc1ccc(C)cc1 (centres undefined)	-7	4	-4	10	-1.6	-1	2	0.4	·	-0.5
Cc1occc1C(=O)Nc1ccccc1C(=O)O	-12	4	-1	-2	-3.5	4	3	-1.1	-2	2.4
S=c1[nH]nc2nnc3ccccc3n12	?	-1	5	-9	-1.3	2	4	-0.5	-8	1.2
CCOc1ccc(NS(=O)(=O)c2cccc(C(=O)N3CCN(C/C=C/c4ccccc4)CC3)c2)cc1	-5	-1	4	15	-2.0	·	0	1.5	·	·

# Fetched one by one from the entries so far (3):
molecule	BoNT F protease	FBA Mtb inh	MazEF act	CCHFV vOTU inh	FadD28 binding	Rv3671c protease	GDH-TPI inh	BioA inh	VHR inh abs	Mtb UGM inh
C[C@H](CO)N1C[C@H](C)[C@@H](CN(C)Cc2ccccc2)Oc2c(NS(=O)(=O)c3ccccc3)cccc2C1=O	0	6	5	4	1.2	-2	5	-4.1&-3.3	·	-3.3
O=C(NCc1cc([N+](=O)[O-])ccc1O)c1cc(-c2ccncc2)nc2ccccc12	1	-8	5	5	-0.7	-2	14	-1.0	10	-2.2
c1csc(CNc2nc(-c3cccs3)nc3ccccc23)c1	0	3	6	8	-11	-37	6	·	-10	-2.9

# Going on with the list.
molecule	BoNT F protease	FBA Mtb inh	MazEF act	CCHFV vOTU inh	FadD28 binding	Rv3671c protease	GDH-TPI inh	BioA inh	VHR inh abs	Mtb UGM inh
COc1cc(S(=O)(=O)n2cnc3ccccc32)ccc1Br	-12	-1	15	-5	-3.6	0	5	-1.2	2	-0.3
CCN(CC)c1ccc(C=Nc2ccccc2)c(O)c1	28	-2	-1	9	-2.3	-6	34*	-2.7	9	-1.1
N#CCSc1ccccc1NC(=O)CN1C(=O)C2CC=CCC2C1=O (centres undefined)	·	3	-21	-5	1.3	·	6	1.4	·	·
O=C1C(=Cc2ccc(Br)o2)C(=O)c2ccccc21	34*	-4	-4	·	41*	0	14	1.1	4	0.9
COc1cc2oc(=O)cc(CN3CCCCCCC3)c2cc1Cl	-4	21	·	-24	-2.1	·	·	-0.3	·	·
Cc1cn(C2CCCCO2)c(=O)[nH]c1=O (centres undefined)	7	-2	-3	-4	-0.6	·	7	3.1	·	·
CC1(C)CNC(=O)c2sc(NC(=O)c3ccccc3)nc2C1	-2	-2	5	6	-2.9	1	16	-2.3	22	-1.7
COc1ccc(-c2csc(NC3OC(=O)c4c3ccc(OC)c4OC)n2)cc1OC (centres undefined)	29	2	5	0	-5.0	-1	-5	2.7	4	2.0
COc1ccc(C2=NN(C(C#N)c3ccc(OC)cc3)C(c3ccccc3)C2)cc1 (centres undefined)	4	2	3	6	-2.6	6	17	-1.1	34	-0.9
Cc1ccc(S(=O)(=O)N2C[C@@H]3CCCC[C@@H]3[C@@H](C)[C@H]2CC(=O)c2ccccc2)cc1	-4	-1	3	5	0.9	·	1	-1.1	·	·
Cn1c(-c2cc(Br)ccc2O)n[nH]c1=S	2	1	-11	4	0.1	2	8	-3.2	17	0.8
Cn1cc(C(=O)N2CCc3ccccc3C2)c(=O)c2cc(S(=O)(=O)N3CCOCC3)ccc21	-3	0	10	-9	-4.1	-4	-1	2.7	-7	-0.6
Cc1ccnc(S(=O)(=O)Cc2ccc([N+](=O)[O-])cc2)n1	21	1	0	-4	-3.5	1	-11	-0.7	4	-1.0
Cn1c2ccccc2c2c(C(=O)N3CCC4(CC3)OCCO4)cn(C3CCCC3)c(=O)c21	18	28*	1	-19	0.1	-5	8	0.6	25	-0.4
CC(C)CN(C(=O)COC(=O)CCSc1ccc(Cl)cc1)c1c(N)n(Cc2ccccc2)c(=O)[nH]c1=O	-3	-1	-37	2	-3.7	·	4	-0.8	·	·
NC(c1ccncc1)c1ccc(Cl)cc1 (centres undefined)	-6	-1	7	-8	-2.6	·	9	0.7	·	·
Cc1occc1C(=O)Nc1ccc(Br)cc1F	-12	2	-9	9	-1.7	-2	4	-1.0	20	-1.7
CCCCn1c(=O)n(CC(=O)NCc2ccc(C)cc2)c(=O)c2c1nc(CO)n2CCC	-6	2	-2	-6	0.2	9	5	·	13	1.8
COCCN(C(=O)COC(=O)CCC1CCCCC1)c1c(N)n(Cc2ccccc2)c(=O)[nH]c1=O	-2	0	10	-4	-1.9	·	-2	-0.4	·	·
O=C(c1ccccc1Oc1ccccc1)N1CCN(c2ccccc2F)CC1	-4	0	0	4	-5.5	3	-7	-1.1	24	-2.5
CCCc1nn(-c2cc(Cl)ccc2OC)c2c1C(=O)CC(C)(C)C2	-7	-1	-1	0	-1.8	-10	-5	1.6	17	-0.6
COc1ccc(CCNC(=O)C2CC2)cc1	·	-21	6	-12	-2.7	8	8	·	·	-0.8
COc1ccc(CNC(=O)C2(CC3CC(c4ccccc4)=NO3)CCN(C(=O)OC(C)(C)C)CC2)cc1 (centres undefined)	-10	1	6	5	-4.9	-12	-5	0.1	·	-0.2
O=C(O)c1ccc(S(=O)(=O)N2CCc3ccccc3C2)cc1	12	1	-4	-14	-4.2	0	-8	0.7	18	1.1
CCCCOc1ccc(C(=O)N=c2sccn2C)cc1OC	5	-2	-3	8	-3.7	-2	25	2.5	11	1.7
O=C(NCc1cccc(C(F)(F)F)c1)c1ccc2c(c1)OCO2	-4	1	3	-2	0.6	·	7	1.3	13	·
COc1cc(C(=O)N(Cc2ccc(N(C)C)cc2)C2CCS(=O)(=O)C2)cc(OC)c1OC (centres undefined)	-11	-4	3	1	-3.9	5	-1	-0.5	36	-0.9
C/C(=N\NC(=O)CC1N=C(Cc2ccccc2)NNC1=O)c1ccncc1 (centres undefined)	-9	1	0	7	-0.7	7	10	·	22	0.4
CN(Cc1ccccc1)S(=O)(=O)c1ccc(Cl)c(C(=O)O)c1	15	5	11	-2	-1.9	1	17	·	12	-0.5
CCOc1ccc(/C(O)=C2/C(=O)C(=O)N(CC3CCCO3)C2c2ccc(C)o2)cc1 (centres undefined)	-4	0	6	5	-0.2	0	28	1.5	20	1.7

# More records:
molecule	BoNT F protease	FBA Mtb inh	MazEF act	CCHFV vOTU inh	FadD28 binding	Rv3671c protease	GDH-TPI inh	BioA inh	VHR inh abs	Mtb UGM inh
CN(Cc1c(F)cccc1Cl)C(=O)c1cnc2ccccc2n1	2	0	1	-11	-2.7	9	4	-0.2	2	-1.0
CC(=O)N(c1nc(CCl)cs1)c1cccc(C)c1C	0	0	6	11	-1.4	0	-5	-1.1	17	0.5
C/C(=N\N=C(N)N)c1cccc([N+](=O)[O-])c1	3	-1	0	-4	-0.2	3	-1	·	24	-3.7
CCC(=O)NNC(=O)CSc1nnc(-c2ccccc2)c(-c2ccccc2)n1	2	1	6	-7	-2.7	-3	7	-0.1	4	1.3
CCC(NC(=O)C1CCC1)c1ccccc1 (centres undefined)	6	1	2	-5	-0.7	7	0	-1.1	18	1.0
